Source: PubChem BioAssay (several laboratories)
SIAE primary: human SIAE inhibitors, primary screen, biochemical, fluorescence polarization, FP-Rh probe, 1536-well HTS; Sialate O-acetylesterase (Homo sapiens), Q9HAT2; SIAE FP-Rh probe binding; inhibition, % at 9.66 µM; 370,000 tested, 0.69% active;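 active = inhibition above a cutoff: mean of compounds within the control limits plus 3 SD of those, cut at about 17% in these data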;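 note: 0% = plate median of compound wells and 100% = probe without SIAE protein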
PRMT1 FP inh: PRMT1 methyltransferase inhibitors, primary screen, biochemical, fluorescence polarization | Protein arginine N-methyltransferase 1 (Homo sapiens), Q99873 | recombinant PRMT1, activity-based probe fluorescence polarization | inhibition, % at 2.79 µM | 370,000 tested, 1.3% active | AID 652257, 2013;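 active = inhibition above about 21% made by adding two undisclosed values, limit read from the data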
Target sequence (Q99873 whole entry, looked up): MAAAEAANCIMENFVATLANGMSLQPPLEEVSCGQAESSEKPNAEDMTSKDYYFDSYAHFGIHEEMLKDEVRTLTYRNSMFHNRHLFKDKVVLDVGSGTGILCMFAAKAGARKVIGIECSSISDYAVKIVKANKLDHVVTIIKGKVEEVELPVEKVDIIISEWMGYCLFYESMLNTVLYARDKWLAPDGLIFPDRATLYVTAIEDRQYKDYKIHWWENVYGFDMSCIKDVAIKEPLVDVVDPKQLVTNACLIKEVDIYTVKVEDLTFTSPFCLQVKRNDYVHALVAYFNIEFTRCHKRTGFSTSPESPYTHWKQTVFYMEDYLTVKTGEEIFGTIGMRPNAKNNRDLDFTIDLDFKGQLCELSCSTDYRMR
TDP2 absorb: human TDP2 enzyme inhibitors, primary screen, biochemical, epi absorbance, recombinant enzyme | T5PNP hydrolysis, p-nitrophenol absorbance 415 nm | AID 720702, 2013 | inhibition, % at 12.8 µM | Tyrosyl-DNA phosphodiesterase 2 (Homo sapiens), O95551 | 370,000 tested, 0.34% active;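 active = inhibition above the mean of all tested compounds plus 3 SD, set per campaign, cut at about 25% in these data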;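 note: 0% = DMSO with enzyme and 100% = buffer with substrate but no TDP2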
Target sequence (O95551 whole entry, looked up): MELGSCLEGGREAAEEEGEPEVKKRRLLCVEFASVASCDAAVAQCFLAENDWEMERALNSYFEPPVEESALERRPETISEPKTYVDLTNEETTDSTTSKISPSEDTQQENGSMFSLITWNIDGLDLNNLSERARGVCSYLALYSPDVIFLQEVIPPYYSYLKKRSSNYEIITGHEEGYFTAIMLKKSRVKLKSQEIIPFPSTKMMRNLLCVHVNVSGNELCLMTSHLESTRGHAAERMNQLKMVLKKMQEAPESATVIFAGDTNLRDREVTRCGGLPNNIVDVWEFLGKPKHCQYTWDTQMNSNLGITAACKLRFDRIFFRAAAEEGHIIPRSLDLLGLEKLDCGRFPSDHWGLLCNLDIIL
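System – recombinant human TDP2 · Quantity – TDP2 enzyme at 120 nM final · Doses – single concentration, 12.8 µM nominal, with 1% DMSO · Incubation – 2 h at 37 °C · Measured by – epi absorbance of p-nitrophenol freed from T5PNP by hydrolysis · Read-out – % inhibition relative to enzyme-containing and enzyme-free wells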
NPR2 activator: human GC-B receptor activators, primary screen, HEK293 GC-B cells, cGMP TR-FRET, EC30 CNP. Atrial natriuretic peptide receptor 2 (Homo sapiens), P20594. 370,000 tested, 0.11% active. 0% at EC30 CNP, 100% saturating CNP. activation, % at 10 µM. AID 1920062, 2024;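 active = activation at 10 µM reaching about 35% in either raw or pattern-adjusted values, limit read from the data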
MBD2 DNA inh: inhibitors of MBD2 binding to methylated DNA, primary screen, biochemical, TR-FRET, DNA-binding domain, human; Methyl-CpG-binding domain protein 2 (Homo sapiens), Q9UBB5; MBD2 binding to methylated oligonucleotide; inhibition, % at 4.4 µM; 370,000 tested, 0.31% active; AID 686964, 2013; in the data active = inhibition above about 13%
rCAG RNA binder: binders of r(CAG) RNA repeats, primary screen, biochemical, fluorescence; r(CAG) RNA repeat, TO-PRO-1 dye displacement fluorescence; inhibition, % at 3 µM; 370,000 tested, 1.3% active;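 active = inhibition above the plate cutoff, the mean of all test compounds on that plate plus 3 SD, cut at about 35% in these data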;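 note: 0% = DMSO alone and 100% = 100 µM mitoxantrone as full dye displacement; higher means more dye released from RNA so lower well fluorescence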
HTRA1 inh: HTRA1 serine protease inhibitors, primary screen, biochemical, fluorescence polarization, HTS; recombinant HTRA1, FP-rhodamine activity-based probe; inhibition, % at 5.96 µM; 340,000 tested, 0.5% active; in the data active = inhibition above about 36%;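 note: 0% = enzyme with DMSO and 100% = wells lacking enzyme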
ABHD4 inh: ABHD4 inhibitors, primary screen, biochemical, fluorescence polarization, mouse | inhibition, % at 8.92 µM | AID 720543, 2013 | (Lyso)-N-acylphosphatidylethanolamine lipase (Mus musculus), Q8VD66 | 370,000 tested, 0.54% active | purified mABHD4, FP-Rh probe fluorescence polarization;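 active = inhibition exceeding the mean over every tested compound plus 3 SD, cut at about 30% in these data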;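 note: 0% = plate median of compound wells and 100% = S159A mutant with DMSO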
Target sequence (Q8VD66 whole entry, looked up): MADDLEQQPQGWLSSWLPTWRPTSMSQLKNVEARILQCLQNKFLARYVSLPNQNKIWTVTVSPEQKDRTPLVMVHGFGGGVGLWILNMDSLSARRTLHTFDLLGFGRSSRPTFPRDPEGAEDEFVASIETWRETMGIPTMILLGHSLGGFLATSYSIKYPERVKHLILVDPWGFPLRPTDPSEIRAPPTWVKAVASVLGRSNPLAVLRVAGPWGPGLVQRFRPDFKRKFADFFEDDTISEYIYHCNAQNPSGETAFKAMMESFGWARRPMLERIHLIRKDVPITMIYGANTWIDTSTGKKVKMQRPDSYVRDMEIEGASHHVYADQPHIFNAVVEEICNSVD
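Assay system: wild-type mouse ABHD4 protein; compound: single nominal dose of 8.92 µM, 0.89% DMSO final; schedule: 45 min + 60 min at 25 °C; measured by: FP readout, ex 525 nm / em 598 nm; evaluation: % inhibition of FP-Rh probe binding versus controls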
LEDGF integ inh: blockers of LEDGF/p75-dependent integrase strand transfer – biochemical, TR-FRET, high throughput, primary screen; inhibition, % at 3.7 µM; 370,000 tested, 0.64% active; TR-FRET IN-LEDGF/p75 DNA integration, Eu/Cy5;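 active = inhibition above the screen-wide mean plus 3 SD, cut at about 13% in these data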;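 note: signal is the Cy5 over europium emission ratio at 671 and 618 nm; 0% = plate median of compound wells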
TCR CD3 inh: inhibitors of human TCR-CD3 interaction, primary screen, biochemical, fluorescence, TAMRA-labeled TCR probe; T-cell receptor (TCR); inhibition, % at 9.4 µM; 360,000 tested, 0.37% active; AID 651800, 2012; in the data active = inhibition above about 19%;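 note: recombinant mutant TCR 2C K166C tagged with TAMRA read by polarization; 0% = receptor in buffer alone and 100% = receptor with positive control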
* marks the source's active call; other numbers are inactive results; nt = not tested or not shown.

canonical_smiles,HTRA1 inh,SIAE primary,NPR2 activator,TDP2 absorb,MBD2 DNA inh,TCR CD3 inh,PRMT1 FP inh,ABHD4 inh,LEDGF integ inh,rCAG RNA binder
COc1ccc(-n2nnc3c(SCc4ccccc4)ncnc32)cc1,0,-1,-1,-2,-4,1,-2,2,0,1
O=C(CC1NCCNC1=O)OCCCc1ccccc1 (stereo unspecified),-3,-3,4,3,4,5,-1,-2,-3,3
COc1ccc(C(=O)NCCc2c[nH]c3ccc(OC)cc23)cc1,6,2,2,-6,1,-3,6,-1,-4,-3
COc1ccccc1/C(C)=N/Oc1cc(N)cc([N+](=O)[O-])c1,0,0,0,-20,-6,-8,2,7,6,4
CCOC(=O)c1cnc2c(C)c(C)ccc2c1Nc1ccc(S(=O)(=O)Nc2ncccn2)cc1,-1,-2,-1,-10,-3,3,-3,1,0,7
O=C(COc1ccccc1Cl)Nc1ccc2[nH]c(=O)[nH]c2c1,1,-3,-9,19,-4,3,-3,2,4,4
CC(=O)N1CCN(C(=O)OC2CC3CC2[C@H]2CCCCN2C3=O)CC1 (stereo partly specified),nt,3,-2,2,0,-6,-2,-2,4,2
CCOC(=O)c1ccc(-n2c(CN3CCOCC3)nc3ccc([N+](=O)[O-])cc3c2=O)cc1,0,3,-1,7,-6,5,-3,1,4,3
O=C1OCC2=C1C(c1ccccc1)CC(=O)N2c1ccc(F)cc1 (stereo unspecified),1,-4,-3,-5,5,-7,-2,0,10,0
Cn1cnnc1SCC(=O)Nc1ccc(S(N)(=O)=O)cc1,3,-3,1,3,2,-9,6,3,-2,-3
COC(=O)c1ccc(-n2nc(C(F)(F)F)c3c2-c2ccoc2CC3)cc1,-6,2,4,-11,-5,2,0,4,0,8
CCCCOC(=O)c1ccc(NC(=S)NC(=O)c2c(Cl)cnn2C)cc1,-9,-8,-2,-9,2,8,1,-5,-4,4
O=C(Cc1ccc(O)cc1)NCCNC(=S)NCc1ccccc1,5,4,2,7,-4,-1,-4,-3,-2,1
CC1(NC(=O)c2ccccc2)CCN(CCCc2ccccc2)C1=O (stereo unspecified),2,-3,3,-1,3,11,-1,4,0,-5
C[C@H](CO)N1C[C@H](C)[C@@H](CN(C)S(C)(=O)=O)Oc2ccc(NC(=O)Nc3ccccc3)cc2C1=O,-5,4,4,5,1,-7,0,6,-1,-2
CC12CCC(C(=O)N(CC(O)CN3CCCCC3)C1=O)C2(C)C (stereo unspecified),-1,-8,5,5,5,-5,3,0,-1,-4
Cc1ccc2nc(NC(=O)c3ccc(S(=O)(=O)N4CCCc5ccccc54)cc3)sc2c1,-4,-4,-3,3,4,2,-1,7,2,2
CSc1nnc2c(n1)OC(c1ccsc1)N(C(C)=O)c1ccccc1-2 (stereo unspecified),6,-5,1,2,2,-3,-1,-2,0,-2
CC1CCCCN1C(=O)Cn1cc(C(=O)c2ccco2)c2ccccc21 (stereo unspecified),-3,4,-3,-6,1,2,-1,8,-1,2
CCN(C(=O)c1ccc(Cl)c([N+](=O)[O-])c1)c1ccccc1,-6,9,-5,5,-3,0,1,-1,-3,-5
O=C(COC(=O)C1CC(O)CN1C(=O)Oc1ccccc1)c1ccc(Br)cc1 (stereo unspecified),2,5,-1,2,-6,-2,-2,-2,1,-2
CNc1ncnc2c1ncn2[C@H]1CN(Cc2ccco2)C[C@@H](CO)O1,nt,5,0,-8,-3,6,-2,6,-5,3
Cn1c(Cc2ccccc2)nnc1SCC(=O)NC1CC1,4,7,3,-13,0,0,9,0,-6,0
CCCN1C2CCCC1CC(NC(=S)Nc1cc(C)cc(C)c1)C2 (stereo unspecified),3,-1,-2,-1,4,-7,-1,4,-2,3
CC1=C(C(=O)NC2CCCc3c2cnn3-c2cc(F)cc(F)c2)OCCO1 (stereo unspecified),2,3,-2,4,4,14,0,-6,3,-5
O=C(Nn1cnnc1)c1cc(-c2cccc(Br)c2)nc2ccccc12,-9,3,2,-18,-3,-3,-2,-6,2,13
Cc1ccccc1NC(=O)c1cccc2nc3ccccc3nc12,-2,-1,-11,9,-1,-4,2,3,-3,6
N#Cc1c2c(c(-c3ccccc3)[nH]c1=O)CCCC2,1,2,-2,3,-2,6,-1,-4,5,-3
COCCCNC(=O)C1CCCN(C(=O)Nc2ccc(OC)cc2)C1 (stereo unspecified),0,8,-3,-8,4,9,-1,-10,0,9
CCOc1ccc(NC(=O)COC(=O)C2C3CC4OC(=O)C2C4C3)cc1 (stereo unspecified),0,5,-3,3,-5,4,1,-4,-1,16

Among those listed so far, 2 have bromine.
canonical_smiles,HTRA1 inh,SIAE primary,NPR2 activator,TDP2 absorb,MBD2 DNA inh,TCR CD3 inh,PRMT1 FP inh,ABHD4 inh,LEDGF integ inh,rCAG RNA binder
O=C(COC(=O)C1CC(O)CN1C(=O)Oc1ccccc1)c1ccc(Br)cc1 (stereo unspecified),2,5,-1,2,-6,-2,-2,-2,1,-2
O=C(Nn1cnnc1)c1cc(-c2cccc(Br)c2)nc2ccccc12,-9,3,2,-18,-3,-3,-2,-6,2,13

New compounds follow:
canonical_smiles,HTRA1 inh,SIAE primary,NPR2 activator,TDP2 absorb,MBD2 DNA inh,TCR CD3 inh,PRMT1 FP inh,ABHD4 inh,LEDGF integ inh,rCAG RNA binder
COc1ccccc1CNC(=O)CN1NS(=O)(=O)c2ccccc2C1=O,5,0,-3,10,5,6,-1,2,1,3
COc1cccc(CN2CCNC(=O)C2CC(=O)N(C)C2CCOCC2)c1OC (stereo unspecified),-2,-5,-1,-14,-8,0,1,-5,5,1
Cc1ccc(NC(=O)c2ccc(NCc3ccco3)c([N+](=O)[O-])c2)cc1Cl,-7,9,-3,-12,-3,3,-4,-1,0,3
COc1ccc(C(C(=O)Nc2ccc3c(c2)OCO3)N(C)C(=O)Cc2c[nH]c3ccccc23)cc1 (stereo unspecified),-13,1,1,0,1,-1,-1,-11,-1,1
O=C(Cn1nc2ccccc2n1)N/N=C/c1cc([N+](=O)[O-])ccc1O,3,-1,-8,-12,-2,26*,-4,7,-2,22
Cc1c(C(=O)NN2CCOCC2)oc2c1ccc1ccccc12,-5,-2,-5,0,0,0,1,0,-3,1
COc1ccc(Cl)cc1N=Cc1c(O)cc(C)oc1=O,0,-1,1,-2,0,-9,1,-3,1,0
CCOc1ccc(NC(=O)CSc2nc3ccccc3nc2N2CC(C)OC(C)C2)cc1 (stereo unspecified),3,-4,-1,-9,-3,-1,-4,5,3,6
COc1cc(/C=N/NC(=O)c2ccccn2)cc2c1OCO2,2,0,-4,9,-2,-4,1,5,3,0
O=C(COc1cccc(Br)c1)N/N=C1\CCCc2ccccc21,0,-2,2,-1,-2,2,-2,-2,2,-2

Structures listed so far marked active in TCR CD3 inh.
Structure	HTRA1 inh	SIAE primary	NPR2 activator	TDP2 absorb	MBD2 DNA inh	TCR CD3 inh	PRMT1 FP inh	ABHD4 inh	LEDGF integ inh
O=C(Cn1nc2ccccc2n1)N/N=C/c1cc([N+](=O)[O-])ccc1O	3	-1	-8	-12	-2	26*	-4	7	-2

Later entries.
canonical_smiles,HTRA1 inh,SIAE primary,NPR2 activator,TDP2 absorb,MBD2 DNA inh,TCR CD3 inh,PRMT1 FP inh,ABHD4 inh,LEDGF integ inh,rCAG RNA binder
NNC(=O)c1cncc(Br)c1,nt,5,2,3,-1,-1,1,3,-6,2
Cc1ccc(NC(=O)Nc2ccccc2C#N)c(Cl)c1,-3,-6,-2,-6,6,-10,1,6,0,-6
CC(=O)NCC(=O)OCC(=O)N1c2ccccc2Sc2ccccc21,-4,9,2,4,-1,-3,3,-3,-1,2
C=C1CC(C)OC(c2ccccc2OCC(O)CN2CCCCC2)C1 (stereo unspecified),-4,2,2,3,-7,2,-5,5,4,-6
CCOC(=O)C1=C(c2ccc(OC)cc2)C(=O)c2ccccc2C1=O,nt,12,-4,7,0,-8,1,14,-1,1
CC(C)Cn1c(SCC(=O)NC(=O)NC2CCCC2)nc2ccccc21,-31,10,-3,-8,1,5,-2,2,2,-8
Cc1ccc2nsnc2c1S(=O)(=O)N1CCN(CCc2ccccc2)CC1,-2,4,3,8,-2,6,0,1,2,-7
O=C(Cc1ccccc1)NCC(=O)OCC(=O)c1ccc(F)cc1,2,0,0,12,-4,2,-3,-2,-2,-2
Cc1ccc2c(c1)c(N=Nc1cccc(C(=O)O)c1)c(O)n2C,-1,-4,2,-8,-3,1,3,31*,-3,38*
CCOC(=O)N1CCN(C(=O)c2ccc3nc4cc(Cl)ccc4c(=O)n3c2)CC1,0,-10,6,5,-5,-3,4,2,-4,2
Cc1sc2nc(SCC(=O)OC(C)C)n(C)c(=O)c2c1C,5,0,-1,2,-2,5,-1,-4,0,-1
CCc1nc(CN2CCN(c3ccc(C(F)(F)F)cn3)CC2)c(C)[nH]1,5,-2,0,-7,2,-2,-2,3,-3,-8
COc1cccc(CN2CCNC(=O)C2CC(=O)N(C)C2CCOCC2)c1 (stereo unspecified),-1,-2,6,11,-5,6,2,4,2,3
CC1=C(C(=O)Nc2ccccc2)C(c2ccncc2)C(C#N)=C(SCC(=O)NC2CC2)N1 (stereo unspecified),1,4,1,8,1,5,1,1,4,1
CCCn1c(=O)c2c(nc3n2CCCN3Cc2ccccc2)n(C)c1=O,1,2,-3,8,-1,-1,2,4,-3,-7
COc1ccc(C(C)NS(=O)(=O)Cc2ccccc2)cc1 (stereo unspecified),3,-3,-13,2,0,7,-3,-2,-3,0
O=C1CCCN1CC(O)CS(=O)(=O)c1ccc(Cl)cc1 (stereo unspecified),-3,7,10,3,2,8,-1,-4,1,0
CC1=CN2C(=NC(=O)CC2(C)C(=O)N(CC(=O)NC2CCCC2)Cc2ccccc2)C=C1 (stereo unspecified),-3,12,-5,9,0,-3,-5,-3,1,-2
COc1cc2c(cc1OC)CN(CC(=O)NC(=O)NCc1ccco1)CC2,-2,-3,7,-16,-3,-2,4,-4,-2,4
COc1cccc(NC(=O)CN(C)C(=O)CSCC(=O)Nc2ccc(C)cc2)c1,-11,4,1,0,2,1,2,-2,0,8
COC(=O)C1=CN(c2cccc(OCc3ccccc3)c2)C(N)=C(C#N)C1c1cccc(F)c1 (stereo unspecified),nt,6,-8,5,7,3,6,6,-1,7
CCOCC(=O)Nc1ccccc1C(=O)OCC,0,4,5,5,3,4,3,3,4,-3
Cc1cc(NCc2ccccc2)nc2ccccc12,-5,-3,-15,-5,1,1,1,1,-3,2
COc1ccc(NC(C)=O)cc1NC(=O)c1ccc2ccccc2c1,-20,-4,-3,-5,2,4,3,4,0,-1

The list is partial. The share of hits here may be higher or lower than overall.
